# Assay outcomes: PubChem BioAssay, The Scripps Research Institute Molecular Screening Center
# PLC-beta3 inh: human PLC-beta3 inhibitors, primary screen, biochemical, fluorescence; 1-phosphatidylinositol 4,5-bisphosphate phosphodiesterase beta-3 (Homo sapiens), Q01970; inhibition, % at 12.2 µM; 0.18% of 370,000 active; AID 720704, 2013; Purified PLC-beta3, fluorogenic substrate; in the data active = inhibition above about 11%;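 also: 0% = median of compound wells on plate and 100% = full blocker control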
# Target sequence (Q01970 whole entry, looked up): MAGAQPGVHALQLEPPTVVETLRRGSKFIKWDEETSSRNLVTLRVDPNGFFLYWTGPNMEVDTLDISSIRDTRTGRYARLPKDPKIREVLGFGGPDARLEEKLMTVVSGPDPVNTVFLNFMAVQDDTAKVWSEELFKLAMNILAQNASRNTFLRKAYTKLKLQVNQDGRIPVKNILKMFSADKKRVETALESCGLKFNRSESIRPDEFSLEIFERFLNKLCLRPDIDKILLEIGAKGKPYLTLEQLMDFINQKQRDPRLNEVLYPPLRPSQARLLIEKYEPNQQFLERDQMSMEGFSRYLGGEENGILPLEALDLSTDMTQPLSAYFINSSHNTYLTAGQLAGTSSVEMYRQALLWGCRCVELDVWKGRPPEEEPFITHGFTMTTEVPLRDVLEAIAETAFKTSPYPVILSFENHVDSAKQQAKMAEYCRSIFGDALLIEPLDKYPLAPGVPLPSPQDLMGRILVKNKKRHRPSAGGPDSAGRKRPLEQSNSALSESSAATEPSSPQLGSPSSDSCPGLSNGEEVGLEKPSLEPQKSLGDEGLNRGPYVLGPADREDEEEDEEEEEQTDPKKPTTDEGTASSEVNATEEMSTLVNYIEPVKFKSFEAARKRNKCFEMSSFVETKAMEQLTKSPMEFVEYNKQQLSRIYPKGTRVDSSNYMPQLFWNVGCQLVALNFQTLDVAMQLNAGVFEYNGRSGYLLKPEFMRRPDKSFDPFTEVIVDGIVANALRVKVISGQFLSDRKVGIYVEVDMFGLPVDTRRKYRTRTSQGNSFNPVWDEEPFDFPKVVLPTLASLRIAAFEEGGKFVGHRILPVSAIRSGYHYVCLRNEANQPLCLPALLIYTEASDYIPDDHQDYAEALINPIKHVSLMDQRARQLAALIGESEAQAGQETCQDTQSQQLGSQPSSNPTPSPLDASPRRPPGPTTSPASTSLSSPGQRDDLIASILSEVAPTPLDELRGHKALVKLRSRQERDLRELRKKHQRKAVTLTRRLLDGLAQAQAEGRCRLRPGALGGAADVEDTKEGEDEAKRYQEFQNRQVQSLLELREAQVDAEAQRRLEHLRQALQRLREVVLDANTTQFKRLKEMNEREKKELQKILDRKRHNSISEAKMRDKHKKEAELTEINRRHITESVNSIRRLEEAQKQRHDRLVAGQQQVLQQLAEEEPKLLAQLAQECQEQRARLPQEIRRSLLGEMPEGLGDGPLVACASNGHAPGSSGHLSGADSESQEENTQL
# KLK7 zymogen act: proKLK7 zymogen activators, primary screen, biochemical, fluorescence intensity. Kallikrein-7 (Homo sapiens), P49862. purified proKLK7, EDANS-DABCYL substrate fluorescence; 100% is mature enzyme control, 0% vehicle. activation, % at 7 µM. 0.9% of 370,000 active;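 active = activation above the mean of all tested compounds plus 3 SD, computed per campaign excluding outliers beyond control limits, cut at about 13% in these data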
# DDE Tn7 FP inh: inhibitors of Tn7 peptide binding to fibrin DD(E), primary screen, biochemical, fluorescence polarization, human fibrin, Tn7 probe | AID 720508, 2013 | Fibrinogen beta chain (Homo sapiens), P02675 | FP displacement of FITC-Tn7 peptide from fibrin DD(E); 0% = median of compound wells per plate | 0.13% of 370,000 active | inhibition, % at 8.3 µM;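 active = inhibition above the mean of compounds falling within the control limits plus 3 SD of them, cut at about 14% in these data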;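 also: 0% = plate median of compound wells and 100% = 10 µM Aha-Tn7 peptide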
#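 System: human fibrin DD(E); quantity: Fibrin-DD(E) at 2 µM final; also added: fluorescent Tn7 probe at 0.1 µM; compound dosing: single nominal test concentration of 8.3 µM per compound; schedule: 10 min preincubation, 3 h with tracer, room temperature; detection: fluorescence polarization of the labelled Tn7 tracer; repeats: one replicate per compound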
# MBD2 inh: inhibitors of MBD2 binding to methylated DNA, primary screen, biochemical, TR-FRET, DNA-binding domain, human. 0.31% of 370,000 active. inhibition, % at 4.4 µM. Methyl-CpG-binding domain protein 2 (Homo sapiens), Q9UBB5. MBD2 binding to methylated oligonucleotide; in the data active = inhibition above about 13%
# ASAP1 inh: inhibitors of human ASAP1 ArfGAP activity, primary screen, biochemical, fluorescence polarization. Arf-GAP with SH3 domain, ANK repeat and PH domain-containing protein 1 (Homo sapiens), …. ASAP1-stimulated ARF1 GTP hydrolysis, GDP FP detection. inhibition, % at 16.5 µM. 0.19% of 360,000 active. AID 624377, 2012; in the data active = inhibition above about 25%;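 also: 0% = vehicle with enzyme and substrate and 100% = no enzyme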
# PLC-gamma1 inh: PLC-gamma1 enzyme inhibitors, primary screen, biochemical, fluorescence, purified enzyme; 1-phosphatidylinositol 4,5-bisphosphate phosphodiesterase gamma-1 (Homo sapiens), P19174; fluorogenic substrate; inhibition, % at 12.2 µM; 0.84% of 370,000 active; AID 720700, 2013; in the data active = inhibition above about 9.5%
# ADAM17 inh: ADAM17 inhibitors, primary screen, biochemical, QFRET; Disintegrin and metalloproteinase domain-containing protein 17 (Homo sapiens), P78536; recombinant ADAM17, EDANS/DABCYL FRET peptide cleavage; inhibition, % at 6.95 µM; 0.83% of 370,000 active; AID 720648, 2013;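 active = inhibition above the mean of compounds lying between control limits plus 3 SD, set per campaign, cut at about 8.5% in these data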;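 also: 0% = DMSO-only wells as the low control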
# DDE Tn6 FP inh: inhibitors of Tn6 peptide binding to fibrin DD(E), primary screen, biochemical, fluorescence polarization, human fibrin, Tn6 probe; Fibrinogen beta chain (Homo sapiens), P02675; Fibrin DD(E) TRITC-Tn6 fluorescence polarization displacement; inhibition, % at 8.3 µM; 0.21% of 370,000 active; AID 720509, 2013;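 active = inhibition above a per-campaign cutoff: mean of compounds within control limits plus 3 SD, cut at about 15% in these data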;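 also: 0% = median of all compound wells on the plate and 100% = blocking peptide control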
# UHRF1 MBD2 ctr: UHRF1 methylated DNA binding inhibitors, primary screen, counter-screen for MBD2 inhibitor project, biochemical, TR-FRET, human UHRF1, single concentration. 0.75% of 370,000 active. inhibition, % at 4.4 µM. E3 ubiquitin-protein ligase UHRF1 (Homo sapiens), Q96T88. UHRF1 binding to methylated oligo. AID 687016, 2013; in the data active = inhibition above about 21%;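 also: UHRF1 SRA domain binding a hemimethylated CpG hairpin DNA probe; 0% = median of test compound wells and 100% = reference inhibitor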
# ARFGAP1 inh: inhibitors of rat ARFGAP1 GAP activity, primary screen, biochemical, fluorescence polarization, GDP tracer | Arfgap1-stimulated ARF1 GTP hydrolysis, GDP FP detection | 0.26% of 360,000 active | inhibition, % at 16.5 µM | ADP-ribosylation factor GTPase-activating protein 1 (Rattus norvegicus), Q62848 | AID 651572, 2012;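 active = inhibition above a per-plate limit, mean inhibition of low control wells plus 3 SD, cut at about 25% in these data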;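 also: 0% = DMSO wells with enzyme and 100% = wells lacking Arfgap1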
#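 material = rat Arfgap1 catalytic domain, aa 1-136 | also added = human ARF1(Δ1-17)-GTP substrate | compound dosing = one concentration, 16.5 µM, DMSO 1.26% | times = GTP hydrolysis reaction 2 h at 25 °C | measured by = FP, GDP Alexa 633 tracer displaced from anti-GDP antibody, 620/688 nm | evaluation = percent inhibition of Arfgap1-stimulated GTP hydrolysis | replication = single well per compound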
# The depositor's hits bear a star; . = no result given.
SMILES,PLC-beta3 inh,KLK7 zymogen act,DDE Tn7 FP inh,MBD2 inh,ASAP1 inh,PLC-gamma1 inh,ADAM17 inh,DDE Tn6 FP inh,UHRF1 MBD2 ctr,ARFGAP1 inh
Cc1sc2ncnc(Nc3ccc(O)cc3)c2c1C,-11,0.0,0,0,3,-2,-10,1,-1,-6
CSc1ccc(C=O)cc1,0,0.3,2,2,5,0,-4,2,1,11
COc1ccc([C@H]2CC(=O)C=C(c3ccc4c5c(cccc35)CC4)C2)cc1,-388,-20,-5,0,3,-279,-8,3,-1,-11
Cc1ccc(NC(=O)c2sc3nc(CCl)[nH]c(=O)c3c2C)c(C)c1,-3,0.6,1,1,-8,0,-3,11,0,5
Cc1nn(C)cc1NC(=O)C[C@H]1CC[C@H]2[C@@H](COc3ccc(NC(=O)Nc4ccccc4)cc3C(=O)N2C)O1,6,0.4,3,11,.,9,-11,-2,5,.
CCS(=O)(=O)c1nc(S(=O)(=O)c2ccc(Cl)cc2)c(N2CCCC2)s1,-4,0.4,-5,-2,5,2,2,-4,-4,1
CCC(Oc1ccccc1F)C(=O)NCCCn1ccnc1 (configuration not stated),-3,0.9,5,-3,-14,0,1,7,-5,5
COc1ccc(Cc2nnc(NC(=O)CS(=O)(=O)c3ccc(C)cc3)s2)cc1OC,-7,0.3,-4,22*,5,1,-1,-9,-2,-10
CCCCn1c(N)c(N(CCOC)C(=O)c2sc3ccccc3c2Cl)c(=O)[nH]c1=O,-10,-0.5,8,3,-14,-1,-5,1,1,-16
COc1ccc(N2CCC(N3CCN(C)C(CCO)C3)CC2)cc1 (configuration not stated),-5,-0.6,3,0,-3,2,-1,0,-1,-2
Nc1ccc(OC(=O)Nc2ccc(O)cc2)cc1,-7,-0.9,3,-2,8,-1,-2,-1,7,-3
COCC(=O)N(Cc1cc2ccccc2[nH]c1=O)c1ccc(OC)cc1,0,0.5,1,2,-6,3,1,1,4,-8
O=C(CSC1=NCCS1)NC(NC(=O)CSC1=NCCS1)c1ccccc1,1,-0.2,0,2,4,3,3,-3,2,13
COc1ccc(/C=C/C(=O)NCCCN2CCOCC2)cc1,-4,0.1,4,1,-1,0,-2,4,-3,-12
COC(=O)[C@H](Cc1c[nH]c2ccccc12)NC(=O)NCc1ccc(OC)cc1,2,-0.5,0,-1,15,5,0,1,-1,13
COc1ccc(CN(C)CC(=O)NCC(=O)Nc2c(C)cccc2C)cc1,-4,0.1,-3,-6,-2,1,-7,-1,0,-22
COc1ccc(OC)c(/C=C/C(=O)OCC(=O)c2c(N)n(C)c(=O)n(C)c2=O)c1,-88,-0.4,-4,0,3,-59,-9,5,2,3
Cc1cccc(OCC(=O)NCC(C)(C)N2CCOCC2)c1,-3,-0.3,4,-6,-15,-2,-3,4,-3,1
CCC(=O)Nc1cccc(NC(=O)CSc2nnnn2Cc2ccccc2)c1,2,-0.5,-2,9,-1,0,0,-3,18,19
CCOC(=O)[C@H]1[C@H]2COc3ccccc3[C@@H]2N2C(=O)CNC(=O)[C@@]12C,13*,-0.3,-9,-6,21,7,4,5,3,-9
CC(=O)Nc1ccc(SCC(=O)Nc2ccccc2N2CCOCC2)cc1,-1,-0.7,1,5,11,0,-3,-6,1,-9
CCCCN=C(NNc1ccc(Br)cc1)C(=O)OCC,0,-0.3,-1,0,0,-3,0,0,0,10
O=C(NCCCc1ccc(F)cc1)C1CCC(=O)N(CC2CCCCC2)C1 (configuration not stated),-4,-0.4,-3,0,5,0,-1,-1,-2,-13
CCC(c1nc2ccccc2[nH]1)N(C(=O)Cc1cc(OC)cc(OC)c1)c1ccc(N2CCOCC2)cc1 (configuration not stated),-10,0.3,8,-1,-10,-7,-4,2,-5,-8
CC1(C(=O)NCc2cccnc2)CCC(=O)N1CCc1ccccc1 (configuration not stated),3,0.5,1,-5,15,-1,0,-9,4,-4

# Remaining list, next part
SMILES,PLC-beta3 inh,KLK7 zymogen act,DDE Tn7 FP inh,MBD2 inh,ASAP1 inh,PLC-gamma1 inh,ADAM17 inh,DDE Tn6 FP inh,UHRF1 MBD2 ctr,ARFGAP1 inh
NC(=S)Nc1ccc(Cl)c(Cl)c1,-7,-0.1,6,3,9,0,-5,2,0,5
CCOc1ccc(NC(=O)Nc2cccc(C(=O)O)c2)cc1,1,-0.1,-6,-9,4,-1,1,5,-1,3
Cc1nc(C(=O)NCCCO)cc2c1[nH]c1ccccc12,-47,9.2,-5,0,-5,-35,-59,0,2,2
CC1CN(C(=O)c2ccc(S(=O)(=O)Nc3cccc(C(F)(F)F)c3)cc2)CC(C)O1 (configuration not stated),-6,0.1,-4,6,2,2,-4,-5,-2,4
Cc1ccc(OCCN2CCN(C(=O)CCC(=O)Nc3nnc(C(C)C)s3)CC2)cc1,4,-0.3,-3,-3,-6,1,-4,3,-1,-3
Cc1nn(-c2ccccc2)c2c1C1(C(=O)N(C)c3ccccc31)C(C#N)=C(N)O2 (configuration not stated),2,0.5,-4,-9,1,1,0,-4,-8,5
COc1ccccc1C1NC(=O)NC(C)=C1C(=O)OCC1CCCCC1 (configuration not stated),3,-0.5,-2,-3,-1,3,4,-5,4,1
CCOC(=O)c1c[nH]c2c3c(ccc2c1=O)CCCC3,-8,0.1,-4,-1,-9,-12,-6,0,-2,-13
O=C(O)c1cccc(-n2cnnn2)c1,-1,0.0,4,4,-8,-1,-4,-3,3,1
COc1ccccc1C(=O)N/C(=C/c1ccc(Br)cc1)C(=O)NCCCn1ccnc1,-8,0.7,-1,4,-4,0,-2,1,-1,10
CCC1CCCCN1CC(C)(C)NS(=O)(=O)c1ccccc1 (configuration not stated),3,-0.5,2,-6,9,0,-4,-6,1,-1
Cc1csc(SCC(=O)Nc2nccs2)n1,-13,-0.4,-8,6,8,1,-2,8,2,-1
CCOC(=O)c1sc(N2C(=O)C(O)=C(C(=O)c3ccc(C)o3)C2c2cccc([N+](=O)[O-])c2)nc1C (configuration not stated),-13,-0.1,-7,1,3,-3,2,-2,-3,4
CC1(C)CC(NC(=O)c2ccccc2C(=O)NC2CC(C)(C)NC(C)(C)C2)CC(C)(C)N1,5,0.0,1,-1,-7,1,2,4,0,3
COc1ccc([N+](=O)[O-])cc1NC(=O)C(C)OC(=O)c1cccnc1 (configuration not stated),5,0.0,13,2,-15,2,-1,1,1,-1
COc1ccc(NC(=O)CS(=O)CC(=O)NCc2cccc(C(F)(F)F)c2)cc1 (configuration not stated),1,-0.4,-2,8,-3,1,-6,1,1,-5
Cc1nn(CCCC(=O)O)c(C)c1[N+](=O)[O-],-1,0.4,2,2,-2,4,-5,-2,9,0
COCCCNC(=O)CC1C[C@H](C(=O)N2CCCCC2)[C@@]2(CCc3ccccc3)c3[nH]c4ccccc4c3CCN2C1=O (some centres not stated),3,0.5,-7,-6,0,4,1,5,-1,9
CCOc1ccc(CC(=N)C2=C(O)CC(C)(C)CC2=O)cc1OCC,-8,-0.4,1,6,-4,0,-2,-7,3,8
Cc1ccc2c(c1)sc1nc(=O)ccn12,-5,0.1,-5,-4,4,0,-5,-2,-4,7
CCOc1cc(C=O)ccc1OCC(=O)N1CCCC1,-3,0.5,-1,1,9,-1,-1,2,5,12
CCOc1ccccc1-n1c(SCC(=O)NC)nnc1-c1ccco1,2,-0.1,1,-4,7,2,0,8,-2,-5
CCc1noc(C)c1C(=O)N(CC(C)C)c1c(N)n(Cc2ccccc2)c(=O)[nH]c1=O,-6,-0.1,-3,1,-14,-1,-1,4,2,-15
CCN(CC)S(=O)(=O)c1cccc(C(=O)N[C@H](C(=O)OCC(N)=O)C(C)C)c1,5,-0.5,3,6,7,6,-2,-10,1,3
COc1ccc(NCC(=O)N/N=C/C=C/c2ccccc2[N+](=O)[O-])cc1,-5,0.2,2,2,8,2,-3,4,-5,3

# Some of these compounds in order of the PLC-gamma1 inh value, low to high:
canonical_smiles	PLC-beta3 inh	KLK7 zymogen act	DDE Tn7 FP inh	MBD2 inh	ASAP1 inh	PLC-gamma1 inh	ADAM17 inh	DDE Tn6 FP inh	ARFGAP1 inh
CCOc1cc(C=O)ccc1OCC(=O)N1CCCC1	-3	0.5	-1	1	9	-1	-1	2	12
COc1ccc(NC(=O)CS(=O)CC(=O)NCc2cccc(C(F)(F)F)c2)cc1 (configuration not stated)	1	-0.4	-2	8	-3	1	-6	1	-5
CCN(CC)S(=O)(=O)c1cccc(C(=O)N[C@H](C(=O)OCC(N)=O)C(C)C)c1	5	-0.5	3	6	7	6	-2	-10	3

# Further compounds.
SMILES,PLC-beta3 inh,KLK7 zymogen act,DDE Tn7 FP inh,MBD2 inh,ASAP1 inh,PLC-gamma1 inh,ADAM17 inh,DDE Tn6 FP inh,UHRF1 MBD2 ctr,ARFGAP1 inh
CCCCn1c(N)c(N(CC(C)C)C(=O)CCS(=O)(=O)c2ccc(C)cc2)c(=O)[nH]c1=O,-6,0.3,0,-4,-5,0,-4,2,-4,-5
COC(=O)c1ccc(CSc2nnc(-c3ccncc3)n2Cc2ccccc2)o1,-1,-0.5,3,4,-7,-3,-6,-3,0,1
CCOC(=O)c1c(NC(=S)Nc2cccc(C)c2)sc2c1CC(C)(C)SC2,-13,0.6,6,3,5,-8,-13,-1,-1,-7
CCCCCCCCN1C(=O)[C@@H](CC(=O)N2CCN(C(=O)OCC)CC2)C[C@@]2(C(=O)OC)C1=C[C@H](C(C)C)O[C@@H]2C1CC1,4,0.9,8,2,.,1,-1,0,0,.
Cc1ccc2c(=O)n3c(nc2c1)C(CC(C)C)NC(=O)c1ccc(Cl)cc1-3 (configuration not stated),2,0.1,6,0,7,-1,-2,11,2,-5
O=C(C1CCCO1)N1CCN(C(=S)Nc2cc(F)cc(F)c2)CC1 (configuration not stated),-9,-0.3,0,2,-4,6,-5,-3,3,-2
CC(C)(C)N1C(=O)c2ccccc2NC(=O)C1C(=O)NCc1ccco1 (configuration not stated),-18,-1.3,3,-2,-2,-14,-6,-2,-1,2
CCCN(CCC)CC(C)(C)NS(=O)(=O)c1ccc(Cl)cc1,0,-0.7,-3,4,9,5,-8,-1,11,15
CCOC(=O)c1ccc(S(=O)(=O)NNC(=O)Cc2csc(C)n2)cc1,-8,-0.3,-3,2,-16,1,2,11,1,19
